HCMV antiviral – blocks human cytomegalovirus replication | HFF cells, HCMV-luciferase reporter, 72 h; hits give low values | activity change, negative = inhibition, % at 57.5 µM | 410,000 tested, 4.5% active; in the data active means activity change below about -60%; inconclusive means no clear call, values can overlap the other calls; inactive means above about -39%
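Steps: HFFs plated, 16 h 37C; compounds added; HCMV-luciferase added to MOI 1 PFU/cell; 72 h 37C; OneGlo reagent, 5 min room temperature; luminescence read, normalized to controls.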
TbPYK inhibitor – T. brucei pyruvate kinase inhibition; Q57TT1; TbPYK enzyme, Kinase-Glo Plus ATP luminescence, 45 min; Potency, µM (top dose mostly 76.8 µM), inactives show top-dose activity, negative = inhibition, actives largely listed as inhibitors; 410,000 tested, 0.12% active; further: potency means the concentration at half of the fitted maximal effect; nearly all actives have a fitted effect of over 50% in size
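Screened from lowest to highest concentration, compounds were pinned into TbPYK/substrate mixtures, and ADP (130 uM final) was added. Plates sat at room temperature for 45 min prior to Kinase-Glo Plus detection by luminescence.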
LmPK inhibitor – LmPK (Leishmania mexicana) enzyme inhibition; Q27686; purified LmPK, Kinase-Glo ATP luminescence, 1 h; Potency, µM (titrated, usually from 57.5 µM), for inactives: at the highest dose activity change, negative = inhibition, actives largely listed as inhibitors; 290,000 tested, 0.37% active; AID 1721; further: potency means the concentration at half of the fitted maximal effect
Target sequence (Q27686 whole entry, looked up): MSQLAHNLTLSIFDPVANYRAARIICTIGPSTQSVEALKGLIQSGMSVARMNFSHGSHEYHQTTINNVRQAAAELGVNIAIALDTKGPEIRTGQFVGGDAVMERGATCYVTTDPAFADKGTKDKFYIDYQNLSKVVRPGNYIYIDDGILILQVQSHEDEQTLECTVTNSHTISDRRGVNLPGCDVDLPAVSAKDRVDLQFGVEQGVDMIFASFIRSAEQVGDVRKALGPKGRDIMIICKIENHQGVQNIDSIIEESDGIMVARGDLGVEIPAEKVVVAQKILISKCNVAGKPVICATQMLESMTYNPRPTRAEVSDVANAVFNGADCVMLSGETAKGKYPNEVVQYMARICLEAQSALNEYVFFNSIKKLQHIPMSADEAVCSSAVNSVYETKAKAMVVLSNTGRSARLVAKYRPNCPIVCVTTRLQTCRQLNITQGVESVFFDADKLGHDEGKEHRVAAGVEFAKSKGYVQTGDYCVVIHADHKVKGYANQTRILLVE
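Purified LmPK (0.1 nM) converted ADP (0.1 mM) to ATP with PEP (0.5 mM) in imidazole buffer pH 7.2 with KCl and MgCl2, 1 h at room temperature. ATP was read by Kinase-Glo luminescence; data normalized to uninhibited and no-enzyme controls.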
AmpC no deterg – AmpC beta-lactamase inhibition without detergent. P00811. AmpC nitrocefin hydrolysis, absorbance 480 nm, 0.0001% Triton. Potency, µM (titrated, usually from 57.1 µM), for the others: top-dose activity change, negative = inhibition, hits mostly inhibitors. 330,000 tested, 0.52% active;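 further: potency means the concentration at half of the fitted maximal effect; plate controls were no compound for no effect and no enzyme for full effect; nearly all actives have a fitted effect of over 20% in size; some results filed as inactive show a strong effect at the top dose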
Target sequence (P00811 whole entry, looked up): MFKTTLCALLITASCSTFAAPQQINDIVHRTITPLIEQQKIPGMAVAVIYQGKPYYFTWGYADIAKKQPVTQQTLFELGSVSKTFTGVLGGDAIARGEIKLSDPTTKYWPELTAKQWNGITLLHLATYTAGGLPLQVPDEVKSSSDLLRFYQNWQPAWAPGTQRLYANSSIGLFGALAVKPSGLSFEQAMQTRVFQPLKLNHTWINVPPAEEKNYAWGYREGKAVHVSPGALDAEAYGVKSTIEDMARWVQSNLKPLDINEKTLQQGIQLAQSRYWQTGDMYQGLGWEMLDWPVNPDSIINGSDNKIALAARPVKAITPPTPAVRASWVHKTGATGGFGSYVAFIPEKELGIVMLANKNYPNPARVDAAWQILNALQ
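20 mM phosphate pH 7.0 + 0.01% (detergent screen) or 0.0001% Triton X-100; 5.3 nM AmpC reagent; cpd preinc 15 min RT; nitrocefin (800 uM stock) to start; A480 q20 s × 4 min; Activity was normalised to no-enzyme and no-compound control wells.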
AmpC inh detg – AmpC beta-lactamase inhibition with detergent present; P00811; AmpC hydrolysis of nitrocefin, absorbance 480 nm, 0.01% Triton; Potency, µM (doses to about 114 µM), inactives show at the highest dose activity change, negative = inhibition, hits mostly inhibitors; 370,000 tested, 0.041% active; AID 485294;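 further: potency means the concentration at half of the fitted maximal effect; 0% = no-compound wells and -100% = no-enzyme wells; nearly all actives have a fitted effect of over 25% in size; some results filed as inactive show a strong effect at the top dose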
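AmpC (5.3 nM in the dispensed reagent) in 20 mM phosphate pH 7.0 with 0.01% (detergent screen) or 0.0001% Triton X-100 was preincubated with compounds for 15 min at room temperature. Nitrocefin was then added from an 800 uM solution, and hydrolysis was followed at 480 nm.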
AMA1-RON2 inh – AMA1-RON2 (P. falciparum) interaction inhibition. AlphaScreen AMA1-biotinylated RON2 peptide binding. Potency, µM (top dose mostly 58.2 µM), without a hit: at the top dose activity change, negative = inhibition, most hits filed as inhibitors. 360,000 tested, 0.2% active;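 further: potency means the concentration at half of the fitted maximal effect; 0% = vehicle wells and -100% = peptide control; nearly all actives have a fitted effect of over 45% in size; some results filed as inactive show a strong effect at the top dose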
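AMA1 (3D7) with his tag at 25 nM final met compounds first, then biotinylated RON2 peptide at 25 nM; detection used donor plus acceptor beads, 10 µg/mL apiece, read by AlphaScreen after 30 min at room temperature.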
Sm TGR inh – inhibitors of Schistosoma mansoni thioredoxin glutathione reductase; 360,000 tested, 3% active; purified TGR, DTNB reduction, TNB absorbance 405 nm; Potency, µM (top dose mostly 114 µM), without a hit: at the top dose activity change, negative = inhibition, hits mostly inhibitors; AID 485364; Q962Y6; further: potency means the concentration at half of the fitted maximal effect; nearly all actives have a fitted effect of over 60% in size
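First, TGR (20 nM dispensed) and NADPH were mixed with compound. Second, a 15 min room-temperature incubation followed. Third, further NADPH and then DTNB were added to start the reaction. Finally, TNB absorbance was monitored kinetically.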
Active calls of the source: *; ? = inconclusive; . = no result given; + = active, no number; & = joins results of further samples; [ ] = dose if it differs, or a comment. Unless noted, the call rests on the fitted dose curve; in most records, active means well fitted curve in the direction sought with a large enough effect; inconclusive means small, poorly fitted or top-dose-only effect, or another doubt; inactive means no such curve, though single readings can be large; an effect the other way counts as inactive or inconclusive. Unless noted, on the % scale 0 is the no-effect control and ±100 the full control effect.

SMILES	HCMV antiviral	TbPYK inhibitor	LmPK inhibitor	AmpC no deterg	AmpC inh detg	AMA1-RON2 inh	Sm TGR inh
COc1ccc(C(=O)NCc2ccc(Cl)cc2)cc1S(=O)(=O)N1CCCC1	-25	5%	.	21%	?	7%	-6%
O=C1NC2c3c(I)sc(I)c3C(=O)C2O1 (stereo not given)	-10	-6%	.	.	.	2%	.
COC(=O)C1=C(c2ccc(-c3ccccc3)c(F)c2)C[C@@H]2CC[C@H]1N2C(=O)NCCNC(C)=O	-19	-1%	.	192%[activator]	-7%	-5%	-9%
CCc1c(C)sc2c1CCN(C(=O)Nc1ccc(F)c(Cl)c1)C2c1ccc(F)cc1 (stereo not given)	-104*	2%	.	.	18%	.	-2%
COc1ccc(NC(=O)C[C@H]2C(=O)N(c3ccccc3)C[C@@H]2Cc2ccccc2)cc1	37	-3%	.	.	.	-1%	.
COc1cccc(C(=O)Nc2ccc(-n3nncc3C(C)(C)C)cc2)c1	?	-6%	2%	-25%	0%	-3%	22%
Cc1c(C(=O)O)sc2ncnc(N3CCCCC3C)c12 (stereo not given)	-3	-3%	0%	-19%	-12%	-9%	5%
COCCC1CCCCN1C(=O)c1cccc(OC2CCN(S(C)(=O)=O)CC2)c1 (stereo not given)	-7	3%	-3%	56%	-4%	1%	1%
COc1ccc(C(=O)Nc2ccc3c(c2)CCCN3C(=O)c2cccs2)c(OC)c1	?	-2%&-3%	-1%	23%	-15%&-7%	-6%	10%&1%
Cc1ccc(-c2noc(-c3ccccc3C(=O)N3CCCC3)n2)cc1	73	-1%	2%	92%[activator]	?	12%	-1%
Cc1ccc2oc(=O)c3cc(C(=O)N4CCN(c5ccccc5F)CC4)sc3c2c1	-1	-3%	.	.	-11%	.	-4%
Cc1ccc(OCC(=O)N/N=C/c2cccc3cccnc23)cc1	-11	0%	-6%	-13%	-5%	67%[activator]	-12%

A second format for part of the listing above:
Value order: HCMV antiviral, TbPYK inhibitor, LmPK inhibitor, AmpC no deterg, AmpC inh detg, AMA1-RON2 inh, Sm TGR inh
> CCc1c(C)sc2c1CCN(C(=O)Nc1ccc(F)c(Cl)c1)C2c1ccc(F)cc1 (stereo not given)
→ -104*, 2%, ., ., 18%, ., -2%
> COc1ccc(NC(=O)C[C@H]2C(=O)N(c3ccccc3)C[C@@H]2Cc2ccccc2)cc1
→ 37, -3%, ., ., ., -1%, .
> COc1cccc(C(=O)Nc2ccc(-n3nncc3C(C)(C)C)cc2)c1
→ ?, -6%, 2%, -25%, 0%, -3%, 22%

Next section.
SMILES	HCMV antiviral	TbPYK inhibitor	LmPK inhibitor	AmpC no deterg	AmpC inh detg	AMA1-RON2 inh	Sm TGR inh
CC(=O)N[C@@H](Cc1c[nH]c2ccccc12)C(=O)NC1CCCc2ccccc21 (stereo not given in full)	-8	0%	-7%	49%	4%	9%	2%
O=C(c1ccc2oc(CCc3ccccc3)nc2c1)N1CCC(O)CC1	56	-4%	0%	-4%	1%	-9%	-10%
CCN1CCN(Cc2ccc(NC(=O)c3ccc(C)c(NC(=O)c4cccc(-c5cn[nH]c(=O)c5)c4)c3)cc2C(F)(F)F)CC1	.	-6%	-2%	172%[activator]	?	-21%	-19%
Nc1c(C(=O)N/N=C/c2ccccc2Cl)oc2nc(-c3ccccc3)cc(-c3ccco3)c12	13	0%	7%	-20%	2%	33%[activator]	?
COc1cc(CN2CCCCCC2)cc(OC)c1	35	5%	2%	-5%	5%	11%	100µM*
CCOc1ccc2nc(NC(=O)CS(=O)(=O)c3ccc(Cl)cc3)sc2c1	+	1%[15.4 µM]	.	.	4%	.	7%
CC(C)C(NC(=O)c1ccccc1NC(=O)c1ccccc1)C(=O)NCCCn1ccnc1 (stereo not given)	.	-1%	5%	1%	-1%	12%	7%
CSc1nc2ccc(S(=O)(=O)N3CCOCC3)cc2s1	19	-5%	2%	-8%	-4%	5%	-9%
CCOCCCNC(=O)C1(O)c2ccccc2NC(=O)N1c1ccc(Cl)c(Cl)c1 (stereo not given)	-25	0%	1%	-2%	-6%	-1%	-6%
COc1ccc(-n2c(C)nc(=O)c(-c3ccccc3)c2C)cc1	4	-1%	1%	-8%	-9%	-10%	0%
COc1ccc(CCNC(=O)C2CCN(c3nn4c(=O)cc(C)nc4s3)CC2)cc1OC	1	-6%	4%	14%	2%	-19%	7%
CN(C)CCCn1c(SCC(=O)N2CC(=O)Nc3ccccc32)nc2ccccc2c1=O	-15	2%	-13%	-9%	-9%	5%	3%
CS(=O)(=O)c1cccc(C(=O)Nc2ccc3c(c2)OCCCO3)c1	33	4%	4%	-14%	1%	7%	-13%
CCOC(=O)c1c(O)c(O)c(C(=O)OCC)n1-c1ccccc1	17	-10%	1%	-24%	3%	?	40µM*
Cc1cccc(Oc2ccc(C(=O)NC3CCSC3=O)cn2)c1C (stereo not given)	144	-3%	-1%	-25%	?	-2%	-3%
COc1cc2c(cc1NC(=O)CSc1nc3cc(Cl)ccc3s1)oc1ccccc12	-35	-14%	-5%	-31%	-8%	-7%	-7%
COc1ccc(NC(=O)c2ccc(-c3c(C)noc3C)c3ccoc23)cc1	70	2%	.	.	.	-2%	.
CC(=O)N1CCc2cc(S(=O)(=O)N3c4ccccc4CC3C)ccc21 (stereo not given)	-77*	-5%	-1%	-5%	?	-11%	-3%
Cc1cccn2c(=O)c3cc(S(=O)(=O)c4ccccc4)c(=N)n(CC4CCCO4)c3nc12 (stereo not given)	.	-4%	0%	-9%	3%	-4%	-1%
COc1cc2c(cc1OC)[C@@H]1Cc3ccc(OC)c(OC)c3CN1CC2	50	1%	1%	20%	3%	-6%	2%
O=C(COC(=O)C1CCN(S(=O)(=O)c2cccs2)CC1)c1ccccc1	-9	6%	6%	-17%	4%	20%	-9%
O=C(COc1ccc(Br)cc1CO)Nc1ccc(F)cc1	-2	-2%	3%	-34%	-6%	15%	-2%
Cc1cc(C)cc(C(=O)NCC(=O)OCC(=O)NCc2ccco2)c1	-9	-3%	3%	-19%	1%	-7%	-10%
COc1ccccc1CN1CCCC(CN(CCN(C)C)C(=O)c2ccc(C)cc2)C1 (stereo not given)	7	-3%	-3%	4%	?	-17%	-5%
CCOC(=O)c1c(CC(C)C)csc1NC(=O)COC(=O)C1=NNC(=O)CC1	-11	-14%	.	-4%	-11%	20%	3%
Cc1ccc(-n2c(-c3ccccc3)c[nH]c2=S)cc1	-74*	?	?	-40%	-4%	40%[activator]	1%
CCCn1c2ccccc2c2cnn(CC(=O)NCc3cc(OC)ccc3OC)c(=O)c21	-5	4%	.	.	-5%	.	1%
COc1ccc(C2C3=C(CC(C)(C)CC3=O)Nc3nc(C)nn32)cc1OC (stereo not given)	13	6%	-1%	-21%	2%	6%	11%
Cc1oc2ccc(Br)cc2c(=O)c1-c1nn[nH]n1	12	5%	3%	-12%	4%	5%	.
OC(COc1ccc(Cl)cc1)CN1CCN(c2ccccc2)CC1 (stereo not given)	3	4%	0%	-4%	-4%	-12%	-12%
N#Cc1cnn2c(C(F)(F)F)cc(-c3ccccc3)nc12	-35	-11%	-1%	-19%	0%	-1%	9%
Cn1c(O)c(N=Nc2ccccc2[N+](=O)[O-])c2ccccc21	167	2%	3%	-22%	?	-11%	3%
COc1cc2c(cc1OC)C1=C(C#N)CN(CC(=O)O)CN1CC2	-12	-4%	6%	46%	-11%	50%[activator]	35µM*
Cc1cc(C)c(S(=O)(=O)N2CCC(C(=O)NCc3ccncc3)CC2)c(C)c1	-23	-5%	-3%	74%[activator]	-3%	9%	-5%
CCOC(=O)CSc1nc(-c2ccccc2)ns1	15	-27%	3%	4%	-6%	88%[activator]	?
CCN=C(NCC)SC1CC(=O)N(c2cccc(OC)c2)C1=O (stereo not given)	19	-2%	2%	12%	-12%	-5%	2%

One compound at a time (already shown). Order of screens: HCMV antiviral	TbPYK inhibitor	LmPK inhibitor	AmpC no deterg	AmpC inh detg	AMA1-RON2 inh	Sm TGR inh
OC(COc1ccc(Cl)cc1)CN1CCN(c2ccccc2)CC1 (stereo not given) in the list: 3	4%	0%	-4%	-4%	-12%	-12%
Cc1oc2ccc(Br)cc2c(=O)c1-c1nn[nH]n1 in the list: 12	5%	3%	-12%	4%	5%	.
CCCn1c2ccccc2c2cnn(CC(=O)NCc3cc(OC)ccc3OC)c(=O)c21 in the list: -5	4%	.	.	-5%	.	1%

Next records
SMILES	HCMV antiviral	TbPYK inhibitor	LmPK inhibitor	AmpC no deterg	AmpC inh detg	AMA1-RON2 inh	Sm TGR inh
CCOC(=O)c1c(S(=O)(=O)NCC(=O)Nc2ccc(OC)cc2)c(C)n(C)c1C	-3	2%	3%	-3%	0%	-10%	1%
c1ccc(-c2cccc(-c3ccccc3)n2)cc1	-65*	-16%	-1%	-27%	-15%	38%[activator]	0%
CC(=O)Nc1ccc(S(=O)(=O)NC2(c3ccccc3)C(=O)N(C)C(=O)N(C)C2=O)cc1	-1	-6%	.	.	.	31%[activator]	.
CC1CC(C)CN(C(=O)C2CCN(C(=O)Nc3ccccc3)CC2)C1 (stereo not given)	-20	-3%	.	-9%	-5%	0%	3%
O=C(CN1CCN(C/C=C/c2ccccc2)CC1)NCc1ccc(Cl)cc1	0	1%	2%	173%[activator]	-3%	-7%	0%
CCCS/C(N)=N/N=C/c1ccccc1O	25	-1%	-3%	-19%	0%	0%	0%
O=C(Nc1ncn[nH]1)c1cccc(S(=O)(=O)N2CCOCC2)c1	6	-2%	-3%	-3%	-1%	67%[activator]	.
O=C(Cc1cc(=O)oc2cc(O)ccc12)NN=Cc1ccc(N(CCCl)CCCl)cc1	?	4%	.	.	.	-8%	.
